LYP inhibition: inhibitors of LYP phosphatase, biochemical, fluorescence intensity, uHTS (AID 1779). recombinant LYP phosphatase, fluorescence intensity; higher % means a stronger effect. Tyrosine-protein phosphatase non-receptor type 22 (Homo sapiens). inhibition, % at 11.5 µM; hits with a dose series show IC50 in µM. actives 0.054% (n = 290,000);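 further: plate controls were vehicle with enzyme for no effect and no enzyme for full effect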
M17LAP inhibition: P. falciparum M17LAP inhibitors, primary screen, biochemical, fluorogenic H-Leu-NHMec substrate, 1536-well (AID 1619); recombinant M17LAP, H-Leu-NHMec fluorogenic kinetic assay; higher % means a stronger effect; actives 0.38% (n = 220,000); one-dose inhibition, % at 30 µM; IC50 in µM for titrated hits; Leucine aminopeptidase (Plasmodium falciparum (isolate 3D7));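 active means compound inhibiting the enzyme by more than half at any dose during confirmatory dose-response retesting; inconclusive means strong single-dose inhibitors picked by rank but not retested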;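 further: plate controls were full reaction with DMSO carrier for no effect and no enzyme background for full effect; strong numbers were not always called active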
PMI inhibitors: inhibitors of human PMI, primary screen, biochemical, fluorescence intensity, coupled assay (AID 1209); Mannose-6-phosphate isomerase (Homo sapiens); purified PMI enzyme, coupled fluorescence intensity; higher % means a stronger effect; one-dose inhibition, % at 20 µM; IC50 in µM for titrated hits; actives 0.42% (n = 190,000);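 further: plate controls were DMSO vehicle for no effect and wells lacking substrate for full effect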
CSM14.1 death rescue: rescue of cells from ER stress-induced death, primary screen, 384-well, CSM14.1, thapsigargin, ATP luminescence (AID 1222) | 190,000 tested, under 10 active | CSM14.1 thapsigargin-induced death rescue, ATP luminescence; higher % means a stronger effect | one-dose cellular ATP content (survival), % at 20 µM; EC50 in µM for titrated hits;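 active means EC50 below 50 µM in the dose-response confirmation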;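 further: death triggered by thapsigargin at about 15 µM added after 2 h compound pretreatment; cell ATP read after overnight thapsigargin exposure of roughly 18 to 22 hours; normalized against plate controls of thapsigargin alone and 5% DMSO vehicle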
Myeloid diff 2: induction of myeloid progenitor differentiation, primary screen, cell-based, flow cytometry, MLPCN library. actives 1% (n = 360,000). calls only at 10 µM. ER-HoxA9 myeloid progenitors, lysozyme-GFP differentiation;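 active means normalized GFP-positive differentiation at or above the plate's own cutoff, the solvent-only control mean plus 3 SD; inconclusive means no clear call, values can overlap the other calls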;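 further: cells exposed to compound for four days before flow analysis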
human PMI inhibitors: human PMI inhibitors, high substrate, primary screen, biochemical, fluorescence intensity, high mannose 6-phosphate (AID 1220); Mannose-6-phosphate isomerase (Homo sapiens); recombinant PMI enzyme, coupled fluorescence intensity; higher % means a stronger effect; one-dose inhibition, % at 20 µM; IC50 in µM for titrated hits; actives 0.66% (n = 190,000)
TNAP activation fold: human TNAP enzyme activators, primary screen, biochemical, luminescent, no phosphate acceptor, uHTS (AID 1001) | activation fold at 20 µM, or EC50 in µM where a hit was titrated | purified TNAP, luminescent activation assay, no phosphate acceptor; higher activation fold means a stronger effect | actives 0.03% (n = 200,000); in the data active means activation fold from about 3, or a potency from the dose series; inactive means the rest, 99 in 100 with activation fold below about 1.6; further: many of its hits are not listed in these tables
M1AAP inhibition: P. falciparum M1AAP inhibitors, biochemical, fluorogenic H-Leu-NHMec substrate, 1536-well (AID 1445); one-dose inhibition, % at 30 µM; IC50 in µM for titrated hits; actives 0.42% (n = 220,000); recombinant M1AAP, H-Leu-NHMec fluorogenic kinetic assay; higher % means a stronger effect;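 active means primary inhibition above the hit cutoff, then over 50% inhibition at one or more dose response concentrations, cut at about 23% in these data, passing the limit was not always enough; inconclusive means conflicting primary data, or primary hits not chosen for dose response; inactive means low primary inhibition, or under 50% at every dose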;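 further: plate controls were DMSO full reaction for no effect and no enzyme background for full effect; strong numbers were not always called active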
XIAP displacement: XIAP antagonists, biochemical, IAP family, fluorescence polarization (AID 1018) | E3 ubiquitin-protein ligase XIAP (Homo sapiens) | one-dose displacement, % at 20 µM; IC50 in µM for titrated hits | XIAP BIR domain, fluorescence polarization peptide displacement; higher % means a stronger effect | actives 0.007% (n = 200,000); in the data active means displacement above about 50%; further: a part of the inactive calls stands beside numbers as strong as those of hits
Myeloid diff 2 GFP+ MAC1+ %: second read-out of Myeloid diff 2, no call of its own (marks repeat the call); GFP+ MAC1+ double positive, %; measured here: differentiation confirmed by MAC1 staining
The depositor's hits bear a star; i = inactive; ? = inconclusive; . = not tested or not shown. Unless noted, no stated cut-off is given here; in the data, active means inhibition above about 50%; inactive means the rest.

SMILES | LYP inhibition | M17LAP inhibition | PMI inhibitors | CSM14.1 death rescue | Myeloid diff 2 | Myeloid diff 2 GFP+ MAC1+ % | human PMI inhibitors | TNAP activation fold | M1AAP inhibition | XIAP displacement
CN(C)S(=O)(=O)c1ccc(C(=O)N2CCOCC2)cc1 | -10% | -9% | 0% | 0.3% | i | 2.3 | 2% | 1.1 | 3% | -6.1%
CCOC(=O)COc1c(-c2ccc(OC)cc2)oc2ccccc2c1=O | 0% | 5% | 1% | -2.0% | i | 0.9 | 2% | 1.1 | 2% | -1.0%
CC(=O)Nc1cccc(OCc2cnc(Cl)s2)c1 | -6% | -1% | 3% | -1.7% | i | 0.5 | 4% | 1.1 | -1% | -10%
O=C(CN(Cc1ccccc1)C(=O)c1ccco1)NCc1ccc(F)cc1 | -3% | 5% | -2% | -0.1% | ? | . | 5% | 1.1 | 0% | -5.1%
Cc1ccc(C)c(SCC(=O)c2ccc[nH]2)c1 | 1% | 3% | -9% | -1.3% | i | 0.3 | -8% | 1.1 | 1% | -9.8%
CCOc1cccc(C(=O)NC(=S)Nc2ccccc2)c1 | -7% | -2% | 13% | -0.6% | i | 0.4 | 4% | 0.9 | 13% | -1.8%
O=C(Nc1ccc(Cl)cc1Cl)c1csc(-c2cccnc2)n1 | -3% | 5% | . | . | i | 1.0 | . | . | -1% | .
COc1cccc(CNS(=O)(=O)c2ccc3c(c2)CCN3C(=O)C2CC2)c1 | 0% | -8% | 14% | -6.0% | i | 0.4 | 6% | 1.2 | 5% | -3.0%
CCOC(=O)C1CCCN(S(=O)(=O)c2ccc(C)cc2)C1 (stereo not drawn) | -4% | -127% | 3% | -0.7% | i | 1.9 | 8% | 1.1 | -1% | -0.4%
CN(Cc1ccccc1)C(=O)CCCn1c(=O)[nH]c2cc(Cl)ccc2c1=O | -8% | 1% | 8% | -0.9% | i | 1.2 | 9% | 1.2 | 3% | -7.2%
O=C(Nc1ccccc1C(=O)O)c1ccc(NC(=O)c2ccc(Br)o2)cc1 | -1% | 22% | 4% | -2.7% | i | 1.9 | 3% | 1.1 | 4% | -22%
OC(c1ccc(Cl)cc1)C(O)c1nc2ccccc2[nH]1 (stereo not drawn) | -7% | -1% | -2% | 1.0% | i | 6.1 | 1% | 1 | 9% | -4.4%
O=C(CSCc1ccc(Cl)cc1)NCc1ccccn1 | -5% | 8% | 1% | -3.3% | i | 0.2 | 2% | 1.1 | 2% | -46%
CCn1nnnc1SCC(=O)Nc1cc(C)on1 | -5% | 8% | -4% | 5.0% | i | 1.5 | -9% | 1.1 | 9% | 0.9%
NC(=S)Nc1nc2ccccc2s1 | 0% | 1% | -1% | -1.9% | i | 0.2 | -22% | 1.1 | 4% | -8.7%
N#C/C(=N\Nc1ccc(Cl)cc1)C(=N)N1CCCCC1 | -7% | -2% | -3% | -0.6% | i | 0.3 | 0% | 1 | 3% | -0.7%
CC1=NN(C(=O)CCc2ccccc2)C(c2ccccc2)C1 (stereo not drawn) | -9% | -1% | 10% | -1.0% | i | 0.3 | 15% | 1.1 | -1% | -6.5%
OCCNCCNCc1ccccc1OCc1ccccc1 | -9% | 22% | -4% | -1.2% | i | 0.7 | -4% | 1 | -3% | -5.8%
CCNC(=S)N1CCN(c2ccccn2)CC1 | 0% | 4% | 12% | 0.3% | i | 0.5 | 8% | 1.1 | -2% | 1.2%
COc1ccc(S(=O)(=O)N(C)CC(=O)N2CCC(C(N)=O)CC2)cc1Cl | 0% | 2% | 14% | -4.0% | i | 1.1 | 10% | 1.1 | 1% | 0.6%
CC(C)(C)C1CCc2[nH]c3ccccc3c(=O)c2C1 (stereo not drawn) | -6% | 8% | 2% | -2.1% | i | 0.3 | 4% | 1.1 | 8% | -3.6%
O=C(NNC(=O)C1CCN(c2ncccn2)CC1)c1ccncc1 | -4% | 0% | -5% | -0.4% | i | 0.3 | -4% | 1.1 | -2% | -6.1%
Cc1ccc(S(=O)(=O)NCCC(=O)Nc2ccc3c(c2)OCO3)cc1 | -8% | 3% | -19% | -0.9% | i | 4.3 | 6% | 1 | 5% | -2.0%
CCOc1ccc(NC(=O)c2cn(-c3ccc(OCC)cc3)c(=O)c3cc(OC)c(OC)cc23)cc1 | 6% | 8% | 23% | 1.8% | i | 1.7 | 18% | 1.3 | -1% | -6.1%
O=C(N/C(=C\c1ccc(Br)cc1)c1nc2ccccc2[nH]1)c1ccco1 | -1% | 11% | 12% | -0.8% | i | 1.5 | 21% | 1.1 | -2% | -5.4%

Next compounds
SMILES | LYP inhibition | M17LAP inhibition | PMI inhibitors | CSM14.1 death rescue | Myeloid diff 2 | Myeloid diff 2 GFP+ MAC1+ % | human PMI inhibitors | TNAP activation fold | M1AAP inhibition | XIAP displacement
Cc1cccc(C(=O)NC2CCN(CC(=O)Nc3ccc4c(c3)OCO4)CC2)c1 | -10% | . | 9% | 0.5% | i | 0.3 | 14% | 1 | . | -4.6%
COC(=O)C(C)Sc1nnc(SC(C)C(=O)OC)s1 (stereo not drawn) | -6% | 12% | -27% | -2.4% | i | 0.9 | -44% | 1.1 | 0% | 1.1%
COc1ccc(OC)c(N/C=C2/CCCCC2=O)c1 | -5% | 5% | 42% | 0.0% | i | 2.7 | 6% | 1.2 | 8% | -3.6%
CCOC(=O)c1c(-c2ccc(C)cc2)csc1NC(=S)NC(=O)c1ccccc1 | 0% | 13% | 24% | 3.7% | i | 1.2 | 27% | 1 | 1% | 0.6%
COc1cc(OC)c2c(C)cc(=O)oc2c1 | -20% | -33% | -4% | -1.5% | i | 2.3 | -13% | 1 | -3% | -5.8%
COc1cccc(C(=O)O/N=C(\C)c2cnccn2)c1 | -4% | 1% | 8% | 2.0% | i | 0.4 | 5% | 1.1 | 6% | -1.4%
CC(=O)Nc1cccc(NC(=O)CSc2nn3c(=O)c(C)nnc3s2)c1 | -4% | 15% | . | . | i | 2.2 | . | . | -8% | .
COc1ccc(NC(=O)c2ccco2)c(OC)c1 | 8% | 4% | 0% | -2.5% | i | 0.4 | 36% | 0.9 | 3% | -2.7%
Fc1c(F)c(C(F)(F)F)c(F)c(F)c1N1CCN(c2ccc3nnc(C(F)(F)F)n3n2)CC1 | 8% | 4% | 10% | -1.1% | i | 0.7 | 14% | 1.1 | -2% | -17%
COCc1cc(=O)n2[nH]c(C(C)(C)C)cc2n1 | 0% | -2% | . | . | i | 0.5 | . | . | 4% | .
Cc1ccc(C(=O)O)cc1NC(=S)NC(=O)c1ccc([N+](=O)[O-])cc1Cl | -4% | 27% | -3% | -2.8% | i | 0.4 | 5% | 1 | 3% | 0.3%
O=C(c1cc2c([nH]c1=O)CCCC2)N1CCc2c([nH]c3ccccc23)C1c1ccccc1F (stereo not drawn) | 3% | 4% | 16% | 1.4% | i | 0.8 | 11% | 1.1 | -8% | -9.7%
CCn1c2ccccc2c2cc(CN3CCN(C(=O)c4ccco4)CC3)ccc21 | -3% | 7% | 22% | 0.2% | i | 1.3 | 17% | 1.1 | 2% | -2.2%
COCCCNC(=O)CN(Cc1ccc(Cl)cc1)S(C)(=O)=O | 0% | -8% | 15% | -0.5% | i | 6.2 | 12% | 1 | 5% | -4.0%
Cc1cc(S(=O)(=O)N2CCC(NC(=O)C34CC5CC(CC(C5)C3)C4)CC2)ccc1-n1cnnn1 | -1% | -1% | 5% | 0.6% | i | 2.1 | -1% | 1.1 | 5% | -2.8%
N#Cc1ccccc1NC(=O)CC1c2ccccc2Oc2ccccc21 | -7% | 8% | 11% | 2.5% | i | 0.4 | 0% | 1.1 | 2% | -5.6%
CCOC(=O)C1=C(Cn2cnc3ccccc32)NC(=O)NC1c1ccc(Cl)cc1 (stereo not drawn) | -4% | 4% | 8% | 2.7% | i | 7.7 | 4% | 1 | 4% | -2.5%
C[C@@H]1CN(CCCn2c3ccccc3c3ccccc32)C[C@H](C)N1 | -8% | -2% | -4% | -4.9% | . | . | 0% | 1.1 | 3% | -6.3%
Clc1ccc(-c2nnc3sc(Cc4cccs4)nn23)cc1 | -4% | 17% | -8% | 0.3% | i | 0.6 | -3% | 1.1 | 7% | -5.0%
Cc1ccc(NC(=O)c2ccc(F)cc2)nc1 | -7% | 5% | . | -1.3% | i | 0.5 | . | 1.1 | 11% | 0.6%
Nc1ncnc2c1ncn2[C@H]1C[C@H](O)[C@@H](COP(=O)(O)O)O1 | -4% | -4% | -6% | -1.7% | i | 2.2 | -9% | 1.1 | -6% | -10%
Cc1nnc(SCC2=C(C(=O)O)N3C(=O)C(NC(=O)c4cc(F)c(F)cc4Cl)C3SC2)s1 (stereo not drawn) | -4% | 47% | -9% | -10% | i | 0.8 | -4% | 1.1 | 8% | -2.4%
COC(=O)c1nn(-c2cccc(C)c2)c2nnc(Cc3ccc(C)cc3)c(=O)n12 | -2% | -20% | -2% | 0.6% | i | 1.2 | 0% | 1.1 | -5% | 2.8%
CC(=O)NCCOc1nc(N(C)C)nc(N2CCOCC2)n1 | -6% | -5% | 18% | -1.0% | i | 0.4 | 8% | 1 | -9% | -11%
O=C(COC(=O)CCC1CCCC1)Nc1ccccc1OC(F)F | -3% | 1% | -5% | -1.6% | i | 1.0 | -6% | 1.2 | 6% | -2.3%
CC(C)(C)NC(=O)CC1C(=O)NCCN1Cc1c(F)cccc1Cl (stereo not drawn) | -4% | 2% | 2% | 2.0% | i | 0.1 | 1% | 1.2 | 5% | -1.8%
CCN=C1S/C(=C\c2cn(CC(=O)NCCOC)c3ccccc23)C(=O)N1CC | 1% | -4% | -1% | 1.0% | i | 0.1 | -2% | 1 | 3% | -13%
COc1ccccc1/C=N/NC(=O)COCC(=O)N/N=C/c1ccccc1OC | -1% | 5% | 13% | 8.3% | i | 0.4 | 6% | 1 | -4% | -7.3%
COC(=O)c1sccc1NC(=O)c1cc(OC)c(OC)c(OC)c1 | 0% | 4% | 5% | -0.6% | i | 12 | 1% | 1 | 9% | -4.1%
O=C(COC(=O)C1(c2ccc(Cl)cc2)CCCC1)NC1CCS(=O)(=O)C1 (stereo not drawn) | -7% | 8% | 3% | 0.4% | i | 0.6 | 4% | 1 | 8% | -2.3%

3 structures out of the list, sorted by SMILES length, rising.
SMILES | LYP inhibition | M17LAP inhibition | PMI inhibitors | CSM14.1 death rescue | Myeloid diff 2 | Myeloid diff 2 GFP+ MAC1+ % | human PMI inhibitors | TNAP activation fold | M1AAP inhibition | XIAP displacement
Clc1ccc(-c2nnc3sc(Cc4cccs4)nn23)cc1 | -4% | 17% | -8% | 0.3% | i | 0.6 | -3% | 1.1 | 7% | -5.0%
O=C(COC(=O)CCC1CCCC1)Nc1ccccc1OC(F)F | -3% | 1% | -5% | -1.6% | i | 1.0 | -6% | 1.2 | 6% | -2.3%
Fc1c(F)c(C(F)(F)F)c(F)c(F)c1N1CCN(c2ccc3nnc(C(F)(F)F)n3n2)CC1 | 8% | 4% | 10% | -1.1% | i | 0.7 | 14% | 1.1 | -2% | -17%
